MEKK2mut PB1 HTS: signal of MEK5 binding to mutant human MEKK2 PB1 domain | 290,000 compounds, 0.35% hits | bead flow cytometry, Alexa488-MEK5 binding to MEKK2 mutant | AID 1530 | percent response, % at 10 µM; in the data active = percent response above about 24%, passing the limit was not always enough; also: inactives centre near 1; some results filed as inactive read as strong as hits
PfM18AAP inh: blocks P. falciparum M18 aspartyl aminopeptidase; recombinant PfM18AAP, H-Glu-NHMec fluorogenic cleavage; inhibition, % at 7.35 µM; 290,000 compounds, 1.2% hits; AID 1822;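 active = inhibition above the campaign mean inhibition over all tested compounds plus 3 SD, cut at about 28% in these data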;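 also: 0% = plate median of test compound wells and 100% = 2 mM ZnCl2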
NALP1 yeast inh: inhibitors of NALP1 inflammasome in yeast | S. cerevisiae NALP1/ASC/caspase-1 growth, X-gal OD620, 72 h | inhibition, % at 10 µM | 280,000 compounds, 0.61% hits; in the data active = inhibition mostly above about 24%, no sharp cut-off; inactive = mostly below about 32%; also: some compounds called inactive have numbers as strong as hits
UBC9 SUMO inh: SUMOylation inhibition | P63279 | HTRF SUMOylation assay, SAE1/SAE2 + UBC9, in vitro | inhibition, % at 35 µM | 290,000 compounds, 0.36% hits | AID 2006; in the data active = inhibition above about 50%, passing the limit was not always enough; also: strong numbers were not always called active
Target sequence (P63279 whole entry, looked up): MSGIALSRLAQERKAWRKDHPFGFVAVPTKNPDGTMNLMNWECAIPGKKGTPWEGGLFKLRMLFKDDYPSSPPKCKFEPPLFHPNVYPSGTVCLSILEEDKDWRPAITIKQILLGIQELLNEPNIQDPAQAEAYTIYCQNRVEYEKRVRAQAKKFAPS
IMP-1 inh: blocks Pseudomonas aeruginosa IMP-1 metallo-beta-lactamase | purified IMP-1, nitrocefin hydrolysis, epi-absorbance fluorescence | inhibition, % at 5.6 µM | 290,000 compounds, 0.45% hits | AID 1556;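 active = inhibition above the mean plus 3 SD of all compounds in the same screening run, cut at about 4.5% in these data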;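 also: 0% = IMP-1 with DMSO and 100% = DMSO wells lacking enzyme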
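System: purified IMP-1; amount: IMP-1 0.2 nM before substrate addition; compound: single dose, 5.6 µM; times: 25 °C, 15 min preincubation, 25 min reaction; signal: Epi-absorbance via hydrolysed-nitrocefin quenching of white-plate fluorescence, 480/530 nm, EDTA stop; benchmarks: DMSO with and without IMP-1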
VIM-2 inhibitor: inhibitors of Pseudomonas aeruginosa VIM-2 metallo-beta-lactamase | purified VIM-2, nitrocefin hydrolysis, epi-absorbance fluorescence | inhibition, % at 5.6 µM | 290,000 compounds, 0.89% hits;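 active = inhibition above the mean of all tested compounds plus 3 SD, cutoff set per screening run, cut at about 7.5% in these data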;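 also: red hydrolysis product quenches plate fluorescence so inhibitors raise well fluorescence; 0% = enzyme with DMSO and 100% = DMSO without enzyme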
MEKK2 WT-MEK5: raises or lowers MEK5 binding to wildtype human MEKK2 PB1 domain; Q9Y2U5; bead flow cytometry, Alexa488-MEK5 binding to MEKK2 WT; actives lie on both sides; binding response (% of control), % at 10 µM; 290,000 compounds, 1.1% hits; AID 1531; in the data active = binding response below about 67% or above about 130%
HCV NS3 hel inh: inhibitors of Hepatitis C virus NS3 helicase. 290,000 compounds, 0.56% hits. NS3 helicase DNA unwinding, Cy5 molecular beacon fluorescence. inhibition, % at 10.9 µM;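 active = inhibition above the mean of all tested compounds plus 3 SD, set per campaign, cut at about 35% in these data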;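 also: 0% = DMSO wells and 100% = thioflavine S control wells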
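Test system: hepatitis C virus NS3 helicase domain fragment enzyme. Also added: annealed dual-labelled DNA beacon duplex, ATP-started. Timing: 60 min unwinding reaction at 25 °C after ATP addition. Technique: Cy5 fluorescence. Measure: % inhibition of unwinding.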
DNA FID counter: fluorescent intercalator displacement, NS3 helicase counter-screen; DNA fluorescent intercalator displacement, fluorescence; inhibition, % at 7.9 µM; 290,000 compounds, 0.17% hits; in the data active = inhibition above about 37%;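 also: 0% = vehicle and 100% = reference compound; higher means more ethidium bromide displaced from hairpin DNA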
The depositor's hits bear a star; / = no result given.

SMILES	MEKK2mut PB1 HTS	PfM18AAP inh	NALP1 yeast inh	UBC9 SUMO inh	IMP-1 inh	VIM-2 inhibitor	MEKK2 WT-MEK5	HCV NS3 hel inh	DNA FID counter
CCN(CC)CCC(=O)N1c2ccccc2CCc2ccc(NC(=O)OC(C)C)cc21	9	1	-12	3	-3.6	-1.7	118	-25	6
CC(=O)c1ccc(NC(=O)c2ccc(CNc3c(N4CCOCC4)c(=O)c3=O)cc2)cc1	3	-1	/	10	-3.0	-1.0	98	5	-23
COC(=O)c1cc(S(=O)(=O)N(Cc2ccccc2)C(C)(C)C)c[nH]1	-7	-25	22	2	1.2	2.0	91	-5	14
Cc1ccc(S(=O)(=O)N(C(=O)c2ccncc2)c2ccc(OC(=O)c3ccncc3)cc2)cc1	1	-4	17	5	-2.1	-0.4	100	3	-3
CCOc1ccc(/C(O)=C2/C(=O)C(=O)N(CCN(CC)CC)C2c2ccco2)cc1 (stereo not drawn)	9	5	20	-2	-5.3	-1.0	110	2	-4
COC(=O)c1ccccc1S(=O)(=O)NNC(=O)c1ccccc1-n1cccc1	1	5	14	4	-1.8	-0.8	95	12	-4
O=C(CCn1c(=S)oc2ccccc21)Nc1cccc(F)c1	-12	1	-1	-7	-0.3	-2.8	81	-14	5
CS(=O)(=O)N1CCN=C1SCc1ccc(Br)cc1	5	3	-1	-3	-2.8	-0.8	103	-11	-5
CCCCN1C(=O)C(O)(CC(=O)c2ccccc2OC)c2ccccc21 (stereo not drawn)	6	-8	22	-13	-2.4	-0.5	102	3	-17
Cn1cccc1C(=O)NC(=O)COC(=O)CC12CC3CC(CC(C3)C1)C2	7	7	6	8	1.0	1.1	104	8	-9
O=C(CSc1nc2ncccc2[nH]1)NCc1ccco1	-3	27	-21	-3	-1.9	-3.0	90	9	-9
CCCCCCCSc1nc(N)cc(=O)[nH]1	/	-3	-3	0	-0.3	-3.1	/	4	-6
COC(=O)Nc1ccc(S(=O)(=O)N2CCCC(C(=O)N3CCN(C)CC3)C2)cc1 (stereo not drawn)	-2	17	0	10	1.2	-1.7	96	23	12
COCCn1nnnc1C(c1cccc(C(F)(F)F)c1)N1CCN(Cc2ccccc2)CC1 (stereo not drawn)	12	-3	6	-8	-0.3	0.1	103	-5	3
Cc1cnn(CCC(=O)NNC(=S)Nc2ccccc2)c1	8	-5	2	4	-4.5	-2.7	108	-1	-3
O=c1[nH]c2ccccc2nc1/C=C/c1ccc(Cl)cc1	-7	1	5	14	-2.0	-2.9	82	-11	4
Cc1cc(C)cc(NC(=S)N2CCN(CCO)CC2)c1	-6	-9	19	5	-3.4	-0.1	91	-8	0
O=C(CCCOc1ccc(Cl)cc1Cl)NCCCO	9	2	-15	-3	-2.0	0.8	114	0	-3
C1CN(c2nc(N3CCOCC3)nc(N3CCOCC3)n2)CCO1	-2	6	-9	10	-3.1	-2.5	94	-4	-4
COC(=O)c1ccc(COc2ccccc2/C=C(\C#N)C(=O)Nc2c(C)cc(C)cc2C)cc1	10	-18	30	8	-2.9	-0.1	105	0	4
CC/C(Cc1ccccc1)=N/NC(=O)CNC(=O)c1ccc(Cl)cc1Cl	-5	-5	-42	2	-0.3	0.6	97	-6	-10
COc1ccccc1NC(=O)Cc1ccc(-c2ccccc2)cc1	-8	1	14	-5	-1.1	1.0	99	-11	-25
CCOc1ccc(-c2nc(N)ncc2-c2ccc(OC)cc2)c(O)c1	-6	5	28	-26	-3.5	-0.4	97	-10	-17
O=S(=O)(N1CCCCCC1)N1CCN(S(=O)(=O)N2CCCCC2)CC1	12	7	17	-25	-3.7	-2.6	109	3	-5
COC(=O)c1ccccc1NC(=O)c1cc(OC)cc(OC)c1	-9	-8	4	-16	-2.3	-2.8	89	-13	-1
COc1cc(Br)cc(C2C3=C(CCCC3=O)N(c3ccc(F)cc3)C3=C2C(=O)CCC3)c1O	0	6	-13	-9	-0.2	-0.8	93	1	-7
Cc1ccccc1NC(=O)c1ccc(Nc2c([N+](=O)[O-])cc([N+](=O)[O-])c3ccccc23)cc1	-4	0	-4	15	-3.2	-3.5	90	-2	8
COc1c(/C=N/Nc2ccc(C(=O)O)cc2)c(CCN(C)C(C)=O)cc2c1OCO2	-15	15	-6	15	-2.8	-0.1	89	3	-14
Cc1cccc(N(CC(=O)N2CCN(c3ccc(F)cc3)CC2)S(C)(=O)=O)c1C	-8	2	-12	-9	-1.4	0.2	86	-9	-18
CCN1/C(=C/C=C/c2oc3ccc(-c4ccccc4)cc3[n+]2CC)Oc2ccc(-c3ccccc3)cc21	/	-1	51*	33	4.6*	-1.3	/	-35	-156
O=C(O)c1ccc(Cl)c(S(=O)(=O)Nc2ccc3[nH]c(=O)[nH]c3c2)c1	7	7	7	25	-1.8	0.1	97	-3	5
NS(=O)(=O)c1ccc(CNC(=S)NC2CC2)cc1	2	-11	8	-8	-2.4	-1.3	104	-11	2
CCOC(=O)N1CCN(C(=O)COCc2cc(-c3ccc4c(c3)OCO4)on2)CC1	-3	-3	24	8	-0.1	-1.6	100	2	-27
CCOC(=O)C1(CCc2ccccc2)CCN(C(=O)CCn2cnnn2)CC1	7	7	2	18	-1.4	-1.1	106	2	-9
Cc1ccc(OCCn2cc(/C=N/NC(=O)c3ccncc3)c3ccccc32)cc1	-1	1	21	-14	-1.5	-4.7	107	0	-8
CC(=O)Nc1cccc(-c2nc3ccc(NC(C)=O)cc3s2)c1	2	4	-3	8	-3.0	-1.9	101	8	-5

Reprinted at random: 6 entries already listed, in no set order.
SMILES	MEKK2mut PB1 HTS	PfM18AAP inh	NALP1 yeast inh	UBC9 SUMO inh	IMP-1 inh	VIM-2 inhibitor	MEKK2 WT-MEK5	HCV NS3 hel inh	DNA FID counter
CCOC(=O)C1(CCc2ccccc2)CCN(C(=O)CCn2cnnn2)CC1	7	7	2	18	-1.4	-1.1	106	2	-9
Cc1ccccc1NC(=O)c1ccc(Nc2c([N+](=O)[O-])cc([N+](=O)[O-])c3ccccc23)cc1	-4	0	-4	15	-3.2	-3.5	90	-2	8
CC(=O)Nc1cccc(-c2nc3ccc(NC(C)=O)cc3s2)c1	2	4	-3	8	-3.0	-1.9	101	8	-5
Cc1ccc(OCCn2cc(/C=N/NC(=O)c3ccncc3)c3ccccc32)cc1	-1	1	21	-14	-1.5	-4.7	107	0	-8
O=C(O)c1ccc(Cl)c(S(=O)(=O)Nc2ccc3[nH]c(=O)[nH]c3c2)c1	7	7	7	25	-1.8	0.1	97	-3	5
Cc1cccc(N(CC(=O)N2CCN(c3ccc(F)cc3)CC2)S(C)(=O)=O)c1C	-8	2	-12	-9	-1.4	0.2	86	-9	-18

Next results.
SMILES	MEKK2mut PB1 HTS	PfM18AAP inh	NALP1 yeast inh	UBC9 SUMO inh	IMP-1 inh	VIM-2 inhibitor	MEKK2 WT-MEK5	HCV NS3 hel inh	DNA FID counter
O=C(CN1CCC(n2nnc3cc(F)ccc32)CC1)NCCc1nc2ccccc2[nH]1	-2	6	19	20	-3.1	-4.1	96	-1	-5
O=C(O)c1cc2c(=O)c3ccccc3oc2nc1C(F)(F)F	3	-6	21	23	-1.8	-2.8	103	-2	3
CCCCc1ccc(NC(=O)CSc2nnc(C)c(=O)n2N)cc1	8	3	12	12	-3.0	-2.4	104	17	-23
CCOc1ccc(N=C2NC(=O)/C(=C/C(=O)OC)S2)cc1	2	6	24	-10	-2.4	-2.4	101	0	-3
Cc1ccc(S(=O)(=O)N(C)c2cc(S(=O)(=O)Nc3ccncc3)c(C)cc2C)cc1	-2	0	-28	0	-1.9	-3.6	92	-13	-19
CC1=Nc2cc(C(=O)NCC3CCCO3)ccc2Sc2ccc(Br)cc21 (stereo not drawn)	4	2	/	9	-3.5	-2.1	100	-2	-33
CCOC(=O)N1CCN(C(=O)c2ccc(Cl)nc2)CC1	8	11	/	14	-2.7	-0.8	108	13	-11
COc1ccc(C(=O)O)cc1NCc1ccc(C)s1	-1	5	2	6	-1.4	-2.9	100	-7	-4
CCCCCCCCNc1ncnc2ccccc12	4	-7	19	-3	-3.3	-0.6	107	-20	4
Nc1cc(N)cc(-c2nc3ccccc3[nH]2)c1	-1	17	39	-9	-5.2	-4.4	102	-48	7
CCc1nnc(NC(=O)CSc2ccc(Cl)cc2)s1	14	-4	6	24	-3.3	-3.2	102	-5	-10
COCCn1c(SCC(=O)Nc2ccccc2C(F)(F)F)nc2ccccc2c1=O	-2	-6	22	-3	1.1	0.1	98	15	-19
CC(C)CC(=O)Nc1nnc(SCC(=O)NCC2CCCO2)s1 (stereo not drawn)	7	1	19	8	0.0	0.7	107	0	-8
CCN(CC)c1nc(N(CC)CC)[nH]c(=O)n1	-1	1	/	/	-3.9	-3.4	101	-3	-2
CC1CCCCC1n1c(-c2cccnc2)n[nH]c1=S (stereo not drawn)	1	17	-7	5	-2.5	19*	101	-2	-10
COc1ccc(O)c(C(=O)c2cc(C#N)c(=O)n(CC3CCCO3)c2)c1 (stereo not drawn)	8	1	9	39	-1.1	-3.0	100	6	-5
CCOc1ccccc1/C=C/c1onc(C)c1S(=O)(=O)N1CCC(C(=O)NC(C)(C)C)CC1	-2	-1	17	-20	1.0	0.3	95	-8	-46
O=C(O)c1nccnc1C(=O)N1CCN(c2ccccc2)CC1	0	-4	30	15	-1.9	-2.4	99	-1	4
COc1cc(NS(=O)(=O)c2ccc3c(c2)oc(=O)n3C)cc(OC)c1OC	1	-9	-21	1	-1.9	-1.5	97	1	0
COC(=O)c1ccc(COC(=O)c2cc3ccccc3oc2=O)cc1	8	-6	10	20	-2.1	1.0	103	-5	-18
CCOC(=O)C1CCCN(C(=O)Cn2cccc2C(=O)c2ccccc2)C1 (stereo not drawn)	1	-9	16	26	-1.7	0.0	98	-1	-11
COc1ccc(NC(=O)CN(c2c(C)cccc2C)S(C)(=O)=O)cc1	-1	-3	24	7	-2.8	-0.8	104	0	-14
Cc1oc2c(c1C(=O)NCc1ccccc1)CCCC2	-19	1	32	1	-3.4	-3.7	75	-1	-8
O=C(NCC(c1cccs1)N1CCOCC1)c1cc([N+](=O)[O-])cc([N+](=O)[O-])c1 (stereo not drawn)	-1	-1	29	8	-1.4	0.5	96	-6	14
COC(=O)c1cn(S(=O)(=O)c2ccccc2)c2ccccc12	9	6	6	1	-2.2	-1.0	105	-15	-26
Cc1cc(C)n2nc(Sc3ncccc3[N+](=O)[O-])nc2n1	-2	-5	2	-7	-2.3	-2.9	105	5	1
O=[N+]([O-])c1ccc(CSc2nc3ccccc3[nH]2)cc1	9	-2	30	-1	-3.2	-1.8	118	-7	9
O=C(Nc1ccccc1)c1n[nH]c(Cn2cncn2)n1	-2	3	-3	-26	-1.8	-2.6	101	-5	3
O=C(CSC1CC(=O)N(CCc2ccccc2)C1=O)Nc1ccc(Br)cc1 (stereo not drawn)	7	9	13	-14	-1.6	-0.6	107	-7	-14
Cn1nc(C(F)(F)F)c(-c2ccc(Br)cc2)c1NC(=O)c1cccnc1	19	-11	/	21	-0.9	-0.7	105	-5	-14
COc1cccc(OC)c1C(=O)Nc1ccccc1C(=O)N1CCCC1	-1	-1	6	0	-2.2	-2.3	104	-3	-6
Fc1ccc(CNC(=S)Nc2ccc(Cl)cc2Cl)cc1	5	2	1	-8	-1.0	0.1	118	-3	9

From PubChem
